Bioassay records (PubChem)
H9c2 TAG inh: inhibitors of triacylglycerol accumulation | H9c2 cells, Nile Red lipid (TAG) fluorescence; cells loaded with 200 µM oleic acid | inhibition, % at 12.5 µM | 230,000 tested, 0.66% active | AID 651582;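 active = pattern-corrected inhibition of lipid staining of at least 50% with the nuclear-stain viability signal not falling by more than 50%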;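 also: 0% = DMSO wells and 100% = triacsin C control wells; some results filed as inactive read as strong as hits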
H9c2 TAG inh DAPI viability: also measured in H9c2 TAG inh; calls as there; DAPI nuclei signal change (viability), lower = more cytotoxic, %;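 whole-well DAPI fluorescence read on a plate reader as a viability signal; minus 50 percent equals half of cells still viable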
* hit, by the source's call. These rows are one share of the data; the hit share may differ from the screen's.

SMILES	H9c2 TAG inh	H9c2 TAG inh DAPI viability
Cc1cc(C)nc(/N=C(\N)c2c(O)[nH]c(=O)[nH]c2=O)n1	-21	15
CC1CN1P(=S)(c1ccccc1)N1CC1C (stereo not given)	-43	3
CCOC(=O)C1(c2ccccc2)CCN(CC(=O)Nc2ccc(C)cc2)CC1	-3	7
C=CCn1c(O)c(C(CC)=NCc2cc(OC)cc(OC)c2)c(=O)[nH]c1=O	-2	-3
CN(CCOc1ccc(C=C2C(=O)NC(=O)NC2=O)cc1)c1ccccn1	-1	5
CN(C)C(=O)Oc1cccc(NC(=O)N2CCOCC2)c1	4	-9
CCOCN(C(=O)CCl)c1c(C)cccc1CC	5	1
COC(=O)C1=C(c2ccccc2OCc2ccccc2)C[C@@H]2CC[C@H]1N2C(=O)NCCCOC(C)C	18	-9
NP(=O)(OCCCc1ccccc1)Oc1ccccc1 (stereo not given)	-68	6
CCCCCn1c(=O)c(C(=O)Nc2cc(C)ccn2)c(O)c2ccccc21	10	5
CCOC(=O)CCN=Cc1c(O)n(-c2ccc(Br)cc2)c(=O)[nH]c1=O	1	7
CC=C(CC)C1(CCC)C(=O)NC(=S)NC1=O	-2	-4
COc1ccc(-n2c(SCCN(C)C)nc3ccccc3c2=O)cc1	21	-4
CC(=O)O/C(=C1\CC2C3CC=C4CC(OC(C)=O)CCC4(C)C3CCC2(C)C1=O)C(F)(F)F (stereo not given)	3	2
CC/C(=N\N1CCCCC1)c1c(O)[nH]c(=O)[nH]c1=O	-3	3
O=C1NC(=O)N(CCC2=CCCCC2)C(=O)/C1=C/c1cccs1	1	-6
COc1ccc(C(=O)C2CCCN(Cc3ccc(C)s3)C2)cc1OC (stereo not given)	-10	-2
COC(=O)C1=C(c2cccc(OC)c2OC)C[C@@H]2CC[C@H]1N2C(=O)NCCNC(C)=O	12	-1
CSc1ccc(CN2CCN(Cc3ccccc3Cl)CC2)cc1	4	29
COC(=O)C1=C(N)OC(C)=C(C(C)=O)C12C(=O)N(C)c1ccccc12 (stereo not given)	7	2
CSc1ccc(CN2CCN(C(=O)COc3ccc(C)cc3)CC2)cc1	-11	1
Cc1ccc(OC(=O)N(C)C[C@@H]2OCc3cnnn3CCCC(=O)N([C@H](C)CO)C[C@@H]2C)cc1	-7	3
CCN(N=Nc1nonc1OC)c1nonc1OC	6	-3
CCOC(=O)c1c(C)c(P(=S)(N2CCOCC2)N2CCOCC2)n(C)c1C	-17	6
CCN1CCN(C(=O)Cc2coc3cc(C)cc(C)c23)CC1	-6	9

Part of the list above in order of formula weight, descending.
SMILES	H9c2 TAG inh	H9c2 TAG inh DAPI viability
COC(=O)C1=C(c2ccccc2OCc2ccccc2)C[C@@H]2CC[C@H]1N2C(=O)NCCCOC(C)C	18	-9
Cc1ccc(OC(=O)N(C)C[C@@H]2OCc3cnnn3CCCC(=O)N([C@H](C)CO)C[C@@H]2C)cc1	-7	3
CC(=O)O/C(=C1\CC2C3CC=C4CC(OC(C)=O)CCC4(C)C3CCC2(C)C1=O)C(F)(F)F (stereo not given)	3	2
COC(=O)C1=C(c2cccc(OC)c2OC)C[C@@H]2CC[C@H]1N2C(=O)NCCNC(C)=O	12	-1
CCOC(=O)c1c(C)c(P(=S)(N2CCOCC2)N2CCOCC2)n(C)c1C	-17	6
CCOC(=O)CCN=Cc1c(O)n(-c2ccc(Br)cc2)c(=O)[nH]c1=O	1	7
CCOC(=O)C1(c2ccccc2)CCN(CC(=O)Nc2ccc(C)cc2)CC1	-3	7
C=CCn1c(O)c(C(CC)=NCc2cc(OC)cc(OC)c2)c(=O)[nH]c1=O	-2	-3
CSc1ccc(CN2CCN(C(=O)COc3ccc(C)cc3)CC2)cc1	-11	1
CN(CCOc1ccc(C=C2C(=O)NC(=O)NC2=O)cc1)c1ccccn1	-1	5
CCCCCn1c(=O)c(C(=O)Nc2cc(C)ccn2)c(O)c2ccccc21	10	5
CSc1ccc(CN2CCN(Cc3ccccc3Cl)CC2)cc1	4	29
COC(=O)C1=C(N)OC(C)=C(C(C)=O)C12C(=O)N(C)c1ccccc12 (stereo not given)	7	2
O=C1NC(=O)N(CCC2=CCCCC2)C(=O)/C1=C/c1cccs1	1	-6
CCN1CCN(C(=O)Cc2coc3cc(C)cc(C)c23)CC1	-6	9
CN(C)C(=O)Oc1cccc(NC(=O)N2CCOCC2)c1	4	-9
Cc1cc(C)nc(/N=C(\N)c2c(O)[nH]c(=O)[nH]c2=O)n1	-21	15
CCN(N=Nc1nonc1OC)c1nonc1OC	6	-3
CC/C(=N\N1CCCCC1)c1c(O)[nH]c(=O)[nH]c1=O	-3	3
CC=C(CC)C1(CCC)C(=O)NC(=S)NC1=O	-2	-4
CC1CN1P(=S)(c1ccccc1)N1CC1C (stereo not given)	-43	3

More records.
SMILES	H9c2 TAG inh	H9c2 TAG inh DAPI viability
CN(C)CCOC(=O)c1cn(Cc2ccccc2)c2ccccc12	12	7
S=P(N1CCOCC1)(N1CC1)N1CC1	-1	-3
O=P(c1ccccc1)(c1nc2ccccc2s1)N1CCOCC1 (stereo not given)	3	7
N#Cc1ccc(NC(=O)CN2CCCC2)cc1Cl	-14	8
CN1C(=O)C(=Cc2sc(=O)n(-c3ccccc3)c2N(C)C)C(=O)N(C)C1=O	11	3
CCC1(C)OC(c2ccccc2)=C/C(=C/C=C2C(=O)NC(=O)NC2=O)O1 (stereo not given)	3	4
CCOC(=O)c1ccc(NC(=O)c2c(O)[nH]c(=O)[nH]c2=O)cc1	3	1
c1ccc2sc(N3CCNCC3)nc2c1	-9	6
COC(=O)C1=C(c2ccc(F)cc2OCc2ccccc2)C[C@@H]2CC[C@H]1N2C(=O)NCCOc1ccccc1Cl	31	-11
Clc1ccc2c(c1)C(c1ccccc1Cl)=NCc1nnc(Br)n1-2	0	4
CC[C@H]1C2C[C@H]3[C@@H]4N(C)c5ccccc5C45C[C@H](C2[C@H]5O)N3[C@@H]1O (stereo not given in full)	-5	-2
CN1CCN(Cc2c(F)cccc2Cl)CC1	6	-3
CCC1(O)CCC2C3CCC4=CC(=O)CCC4C3CCC21CC (stereo not given)	-12	-6
Ic1ccccc1CN[C@@H]1C2CCN(CC2)[C@@H]1C(c1ccccc1)c1ccccc1	74*	-42*
O=C1NC(=O)C(C2CCCCCC2)C(=O)N1	-1	8
O=c1c2ccccc2[nH]c(=S)n1-c1ccc(Br)cc1	-9	-2
CC(C)OC1CCCC(O)C1CC(=O)O (stereo not given)	-6	2
CCOC(=O)[C@]12Cc3c(cc(OC)c(OC)c3OC)[C@H]1N(Cc1ccccc1)C(=O)c1ccccc12	-8	0
NC1=NC(=O)N2CC12 (stereo not given)	0	1
COc1ccc(CN2Cc3cnnn3-c3ccccc3C2C#N)cc1 (stereo not given)	36	-65
CCN(CC)c1ccc(/C=N/c2sc3c(c2C#N)C2CCN3CC2)c(O)c1	-76	-19
COc1ccc2[nH]c(C)c(CCNCc3cc(OC)c4c(c3)OCO4)c2c1	-8	8
CCCN(CCC)C1CCc2cccc(O)c2C1 (stereo not given)	-2	4
CC(CC(C#N)(c1ccccc1)c1ccccc1)N1CCOCC1 (stereo not given)	-11	11
c1ccc2[nH]c(CCN3CCCCC3)nc2c1	8	2

Of the compounds above, 3 have bromine:
SMILES	H9c2 TAG inh	H9c2 TAG inh DAPI viability
CCOC(=O)CCN=Cc1c(O)n(-c2ccc(Br)cc2)c(=O)[nH]c1=O	1	7
Clc1ccc2c(c1)C(c1ccccc1Cl)=NCc1nnc(Br)n1-2	0	4
O=c1c2ccccc2[nH]c(=S)n1-c1ccc(Br)cc1	-9	-2

Additional compounds
SMILES	H9c2 TAG inh	H9c2 TAG inh DAPI viability
CCC(=NCc1ccc2c(c1)OCO2)c1c(O)n(C)c(=O)n(C)c1=O	-85	-11
CC(C)CN1CCN(Cc2ccc(F)cc2Cl)CC1CCO (stereo not given)	-6	-4
CCN1CCN(C(=O)COc2ccc3c(c2)C(=O)CC2(CCN(C(C)=O)CC2)O3)CC1	9	17
CCC(c1ccc(C)cc1)N1C(=O)C2C3CCC(O3)C2C1=O (stereo not given)	0	3
CCCCCCOC(=O)c1ccccc1N	6	-2
CC1SC2(CN3CCC2CC3)NC1=O (stereo not given)	2	1
O=C1CN(C(=O)COC(=O)Cc2ccccc2)c2ccccc2N1	7	-1
Cc1cc(C)c(NC2=NCCCS2)c(C)c1	-15	1
Fc1ccccc1CN1Cc2ccccc2-n2nncc2C1	7	-1
O=C1NC(=S)NC(=O)C1=Cc1ccc(Br)s1	-2	-2
COC(=O)CC1NC2CCCCC2NC1=O (stereo not given)	0	-4
CCC1C(c2cc(OC)c(OC)c(OC)c2)c2cc3c(cc2OC1N1CCCC1)OCO3 (stereo not given)	45	-36
c1ccc2c3c([nH]c2c1)CNCC3	-7	2
Cc1ccc(NC(=O)c2snnc2C)cc1Cl	15	-11
COC(=O)C1=C(c2cc3ccccc3s2)C[C@@H]2CC[C@H]1N2C(=O)NCCO	-9	-4
COC(=O)C1C2c3ccccc3OC1(C)N=c1s/c(=C/c3cn(C)nc3C)c(=O)n12 (stereo not given)	3	-1
CC12CN3CCN(C1)CC(C)(C3)C2=NN	12	-2
CCC1(C(=O)c2ccccc2)C2c3ccccc3OC(=O)C21C(C)=O (stereo not given)	-2	-1
